RXFP1 ag: qHTS Assay for Agonists of the Relaxin Receptor RXFP1; Potency, µM (series often up to 57.5 µM), for inactives: at the highest dose activation, actives largely listed as activators; HEK293T-RXFP1 cAMP TR-FRET, 30 min; response scale: percent of porcine relaxin response, buffer zero; 370,000 compounds, 0.3% hits; note: potency is the fitted concentration of half-maximal effect; % is set by controls: 0 for no effect and ±100 for the full control effect; nearly all actives have a fitted effect of over 60% in size; many of its hits are not listed in these tables
Target sequence (Q9HBX9 whole entry, looked up): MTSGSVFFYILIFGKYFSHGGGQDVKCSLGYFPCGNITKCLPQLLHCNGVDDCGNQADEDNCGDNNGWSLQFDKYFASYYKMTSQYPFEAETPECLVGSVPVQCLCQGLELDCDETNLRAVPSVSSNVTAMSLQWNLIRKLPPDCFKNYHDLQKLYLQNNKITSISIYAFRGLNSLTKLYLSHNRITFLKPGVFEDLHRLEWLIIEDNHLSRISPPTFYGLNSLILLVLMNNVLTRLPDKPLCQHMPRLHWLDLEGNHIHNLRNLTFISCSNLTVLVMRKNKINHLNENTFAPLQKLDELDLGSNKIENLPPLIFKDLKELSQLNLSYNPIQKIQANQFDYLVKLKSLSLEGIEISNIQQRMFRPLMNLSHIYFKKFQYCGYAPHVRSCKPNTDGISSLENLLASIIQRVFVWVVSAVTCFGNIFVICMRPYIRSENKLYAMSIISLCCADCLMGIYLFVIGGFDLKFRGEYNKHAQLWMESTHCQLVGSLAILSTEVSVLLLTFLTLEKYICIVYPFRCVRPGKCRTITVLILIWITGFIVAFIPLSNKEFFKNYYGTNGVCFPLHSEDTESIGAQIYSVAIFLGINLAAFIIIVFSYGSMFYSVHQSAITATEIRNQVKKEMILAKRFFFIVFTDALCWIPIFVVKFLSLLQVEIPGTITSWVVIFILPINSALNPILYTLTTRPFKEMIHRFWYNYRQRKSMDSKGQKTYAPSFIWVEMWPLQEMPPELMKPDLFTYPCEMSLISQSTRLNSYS
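HEK293T cells stably expressing RXFP1 were pretreated with the PDE4 inhibitor Ro 20174, exposed to compounds for 30 min at 37C, lysed, and cAMP was read by TR-FRET. Data normalized to buffer (basal) and 29 nM porcine relaxin (100%).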
Glioma ERSR ind: qHTS for Inducers of the Endoplasmic Reticulum Stress Response (ERSR) in Human Glioma: qHTS. U87-MG GRP78 promoter luciferase reporter, 16 h. Potency, µM, for the others: at the highest dose activation, most hits filed as activators. 420,000 compounds, 0.02% hits; note: potency is the fitted concentration of half-maximal effect; series mostly up to about 76 µM; % of control where 0% means no effect; nearly all actives have a fitted effect of over 35% in size
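Stably transfected U87-MG human glioma cells carrying a GRP78-based luminescent sensor were seeded at 1000 cells/well, pin-dosed with compounds and incubated 16 h. Luciferase reagent was then added, and end-point luminescence was read after 10 min at room temperature.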
PI4K2A inh: qHTS for small molecular inhibitors of PI4K2A; Phosphatidylinositol 4-kinase type 2-alpha (Homo sapiens), Q9BTU6; purified PI4K2A, ADP-Glo luminescence, 1 h; hits give low values; activity change, negative = inhibition, % at 76.9 µM; 420,000 compounds, 0.13% hits; in the data active = activity change below about -50%; inconclusive = mostly about -30% to -49%;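 note: -100% = wells without enzyme as full effect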
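ADP-Glo luminescence measured ADP generated by PI4K2A enzyme (4 ug/mL before mixing) with 1.2 mM PI substrate (pre-mix) and 300 microM ATP (pre-mix). Tris pH7.5 buffer with MgCl2, Triton X-100; 1 h reaction at ambient temperature.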
TrxR1 substrate: qHTS Assay for Substrates of Mammalian Selenoprotein Thioredoxin Reductase 1 (TrxR1): qHTS; purified TrxR1 substrate turnover, NADPH consumption readout; AID 588456, 2011; 390,000 compounds, 0.01% hits; Potency, µM (doses to about 114 µM), inactives show at the top dose activity change, negative = substrate turnover; note: potency is the fitted concentration of half-maximal effect; % is set by controls: 0 for no effect and ±100 for the full control effect; nearly all actives have a fitted effect of over 50% in size
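Rat TrxR1, dispensed at 90 nM, was prereduced with 400 uM NADPH (final) for 5 min at ~22 deg C, then incubated with compound 15 min before 400 uM selenite. A first-read NADPH fluorescence drop versus no-compound background flagged substrates.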
mIDH1 inhibitor: qHTS for Inhibitors of mutant isocitrate dehydrogenase 1 (IDH1): qHTS | Isocitrate dehydrogenase [NADP] cytoplasmic (Homo sapiens), O75874 | IDH1-R132H enzyme, NADPH consumption, diaphorase/resazurin fluorescence | Potency, µM (top dose mostly 76.6 µM), without a hit: at the highest dose activity change, negative = inhibition, hits mostly inhibitors | 390,000 compounds, 0.093% hits | AID 602179, 2012; note: potency is the fitted concentration of half-maximal effect; % is set by controls: 0 for no effect and ±100 for the full control effect; nearly all actives have a fitted effect of over 65% in size
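IDH1-R132H (0.5 ug/mL) preincubated 30 min with compound, then NADPH (0.016 mM) and alpha-KG (2 mM) added; 80 min at RT, pH 7.5. Remaining NADPH coupled via diaphorase/resazurin to fluorescence (540/590 nm); concentration-response curves normalized to no-enzyme control.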
USP1-UAF1 inh: Inhibitors of USP1/UAF1: Primary Screen; Ubiquitin carboxyl-terminal hydrolase 1 (Homo sapiens), O94782; recombinant USP1/UAF1, Ub-Rhodamine cleavage fluorescence; Potency, µM (titrated, usually from 57.1 µM), without a hit: at the top dose activity change, negative = inhibition, hits mostly inhibitors; 390,000 compounds, 0.23% hits; AID 743255, 2014; note: potency is the fitted concentration of half-maximal effect; % is set by controls: 0 for no effect and ±100 for the full control effect; nearly all actives have a fitted effect of over 60% in size; inactives centre near -12
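USP1/UAF1 complex (1 nM) preincubated 15 min at room temperature with compound, then Ub-Rho substrate (150 nM final) added. Kinetic fluorescence at 480/540 nm over 6 reads at 60 s intervals; 50 mM HEPES pH 7.8, 0.5 mM EDTA, 0.1 mg/ml BSA, 1 mM TCEP, 0.01% Tween-20.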
LDHA block: qHTS assay for inhibitors of human lactate dehydrogenase; AID 1347041, 2019; purified LDHA, NADH/diaphorase-resazurin fluorescence; hits give low values; L-lactate dehydrogenase A chain (Homo sapiens), P00338; activity change, % (values are at about 110 or 230 µM); 480,000 compounds, 0.15% hits; in the data active = activity change below about -30%; inconclusive = mostly about -25% to -30%;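 note: plate controls were DMSO wells for no effect and wells without enzyme for full effect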
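Human LDH5 at 2 nM final in Tris HCl pH 7.4 with 0.06 mM NADH and 0.2 mM pyruvate, reacted 5 minutes at room temperature. Remaining NADH coupled via diaphorase/resazurin; resorufin fluorescence read at 0 and 20 minutes, normalized to enzyme-free and DMSO wells.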
Vif-A3G inh: qHTS for Inhibitors of Vif-A3G Interactions: qHTS; HeLa A3G-eYFP + Vif (tagged APOBEC3G with the HIV-1 protein that degrades it), YFP fluorescence, overnight; Potency, µM (top dose mostly 46.1 µM), for inactives: at the top dose activity, negative = active, actives largely listed as inhibitors; 410,000 compounds, 0.076% hits; AID 602310, 2012;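 note: potency is the fitted concentration of half-maximal effect; % is set by controls: 0 for no effect and ±100 for the full control effect; nearly all actives have a fitted effect of over 60% in size; hits raise eYFP signal because A3G escapes Vif-driven loss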
Target sequence (Q9HC16 whole entry, looked up): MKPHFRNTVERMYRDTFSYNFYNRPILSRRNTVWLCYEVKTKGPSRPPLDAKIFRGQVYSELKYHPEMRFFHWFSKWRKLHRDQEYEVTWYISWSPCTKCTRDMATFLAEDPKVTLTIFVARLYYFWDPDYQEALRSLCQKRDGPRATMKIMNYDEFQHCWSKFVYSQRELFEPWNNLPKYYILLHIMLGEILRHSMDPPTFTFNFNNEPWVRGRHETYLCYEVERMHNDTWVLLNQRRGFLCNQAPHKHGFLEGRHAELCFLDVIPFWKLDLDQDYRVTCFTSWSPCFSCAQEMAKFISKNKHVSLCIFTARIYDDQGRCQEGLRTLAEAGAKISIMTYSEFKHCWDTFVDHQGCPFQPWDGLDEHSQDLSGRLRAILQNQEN
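Read-out is eYFP fluorescence (Ex 488/Em 500-530) from Vif-expressing HeLa A3G-eYFP cells; more signal means A3G escaped Vif-mediated degradation. Cells plated overnight, compound pinned in, incubated overnight at 37 deg C.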
Vif-A3F inh: qHTS for Inhibitors of Vif-A3F Interactions: qHTS; AID 602313, 2012; HeLa A3F-eYFP + Vif (tagged APOBEC3F with the HIV-1 protein that degrades it), YFP fluorescence increase; 390,000 compounds, 0.2% hits; Potency, µM (series often up to 46.1 µM), inactives show top-dose activity, negative = active; note: potency is the fitted concentration of half-maximal effect; % of control where 0% means no effect; nearly all actives have a fitted effect of over 65% in size
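Fluorescence increase (Ex 488/Em 500-530) after overnight compound treatment at 37 deg C flags inhibition of Vif-driven A3F-eYFP loss in stable HeLa A3F-eYFP/Vif cells seeded overnight beforehand.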
Numbers without * were called inactive; u = inconclusive; x = no result given; & = joins results of further samples; [ ] = another dose, or the depositor's remark. Unless noted, calls come from the whole dose curve; as a rule, active = well fitted curve in the direction sought with a large enough effect; inconclusive = small, poorly fitted or top-dose-only effect, or another doubt; inactive = no such curve, though single readings can be large; an effect the other way counts as inactive or inconclusive. This is a subset, so the mix of outcomes need not match the whole.

SMILES | RXFP1 ag | Glioma ERSR ind | PI4K2A inh | TrxR1 substrate | mIDH1 inhibitor | USP1-UAF1 inh | LDHA block | Vif-A3G inh | Vif-A3F inh
Cc1cccc(Nc2nc(-c3ccc(O)cc3O)cs2)n1 | 0.7% | 8.9% | -1.0 | -4.6% | -7.8% | -1.6% | 0.4 | -15.6% | 12.8%
CCCSc1nnc2n(-c3ccc(OC)cc3)c(=O)c3c4c(sc3n12)COC(C(C)C)C4 (stereo not drawn) | 6.5% | -1.8% | -2.1 | -0.2% | -7.2% | -16.9% | 0.6 | 0.9% | -3.7%
O=S(=O)(NCC(c1cccs1)S(=O)(=O)c1ccccc1)c1ccc(F)c(C(F)(F)F)c1 (stereo not drawn) | -0.6% | -0.9% | -4.6 | -11.0%[57.1 µM] | -10.1% | -23.4% | -11.4 | 4.9% | -1.5%
CCOC(=O)N1CCN(S(=O)(=O)c2ccc(C(=O)Nc3nc4ccccc4s3)cc2)CC1 | u | -2.1% | -0.4 | 82.8%[activator] | 0.3% | -13.8% | -5.4 | -2.4% | 2.0%
COc1ccc(-c2nc3ccc([N+](=O)[O-])cc3[nH]2)cc1 | 0.6% | -7.2% | -0.6 | -12.0% | 24.4% | -14.6% | -10.4 | -10.6% | -8.6%
O=C(NCCOc1nc(N2CCCCC2)nc(N2CCOCC2)n1)Nc1ccccc1 | 2.3% | -1.4% | 2.0 | 5.2%[57.1 µM] | 12.3% | -1.3% | -11.8 | 0.3% | 1.5%
COCCCN1C(=O)C(CC(=O)NCCCN(C)C)CC(C(=O)N(C(C)C)C(C)C)=C1C (stereo not drawn) | x | -4.1% | 0.9 | x | x | x | -2.4 | -1.3% | x
N#CC(=C=[N-])C1=C(C#N)C(c2ccccc2F)C([n+]2ccccc2)C(O)(C2CC2)N1 (stereo not drawn) | 25.1µM* | -3.6% | 0.0 | 9.8%[57.1 µM] | -4.1% | -21.2% | 6.0 | -10.1% | 0.4%
COC(=O)c1cn(Cc2cccc(C)c2)nn1 | -1.6% | -4.0% | 0.5 | -1.6% | -2.2% | 0.2% | -7.3 | -0.5% | 0.4%
CCN(CC)S(=O)(=O)c1ccc(C(=O)N2CCN(C(=O)c3ccco3)CC2)cc1 | 0.9% | -2.3% | -0.5 | -2.5% | -1.5% | -10.4% | -4.5 | 2.7% | -5.3%
C=C1C(=O)OC2C1CCC(C)=C1C(=O)C3OC3(C)C12 (stereo not drawn) | x | -10.8% | -21.3 | 7.4% | -1.4% | -31.0% | 0.4 | u | -1.8%
CCOC(=O)c1ccc(NC(=S)NCCCN2CCCCC2)cc1 | -0.6% | -3.6% | 2.1 | 10.0% | 8.4% | -17.9% | -1.6 | 1.0% | -14.5%
CCCCN(C)C(=O)CSc1c2c(nc3ccc(Cl)cc13)CCCC2 | 7.6% | -9.0% | -3.9 | 1.4% | 10.2% | 14.6% | -3.3 | -20.7% | 1.1%
O=C(Nc1ccccc1Cl)OC1CCCCC1 | -1.3% | 3.7% | 4.7 | 2.0% | 1.3% | u | -5.5 | -0.7% | 2.5%
CS(=O)(=O)c1cccc(C(=O)NCc2ccccc2)c1 | 0.4% | -3.3% | -0.9 | 6.4% | -0.7% | -13.8% | -6.5 | 1.7% | -2.5%
Cc1csc(N2CCc3ccccc32)n1 | -0.1% | 7.6% | -2.1 | -1.3%[57.1 µM] | 12.4% | -16.2% | -0.6 | -4.1% | -3.5%
N#Cc1cc(C(=O)c2ccccc2OCC(=O)Nc2ccccc2)cn(C2CCCCC2)c1=O | 5.2% | 2.6% | -9.8 | 9.2%[57.1 µM] | 0.8% | -8.6% | -5.6 | -2.5% | -13.1%
Cc1ccccc1NC(=O)NCc1ccccn1 | x | -1.6% | -7.5 | 2.9% | -3.1% | -15.0% | -11.3 | -5.9% | 10.0%
CCCCn1c(-c2cccc3ccccc23)nc2cc3[nH]c(=O)c(C(C)C)nc3cc21 | -0.1% | -6.9% | 0.1 | 30.0% | -13.5% | u | 7.2 | -18.3% | -4.3%
CC(=O)c1ccc(Oc2cc(C)nc(NCc3ccccc3)n2)cc1 | 3.2% | -2.5% | 4.6 | 3.3% | -2.0% | -14.6% | -6.9 | -4.8% | -7.0%
CC1CN(C(=O)CCNS(=O)(=O)c2ccc(Br)cc2)CC(C)O1 (stereo not drawn) | -0.3% | -2.3% | -0.1 | 0.5% | -5.1% | -25.4% | -6.1 | -2.2% | 2.7%
O=[N+]([O-])c1cc(-c2nc(-c3ccccc3)no2)ccc1N1CCCCC1 | 1.5% | -6.5% | -1.8 | -3.4% | 9.8% | -23.5% | -1.0 | 2.8% | 6.3%
COc1ccc(/C=C/C(=O)O)cc1S(=O)(=O)N1CCCC1 | -1.4% | -5.3% | 3.0 | -11.2% | -0.4% | -8.5% | -5.0 | 2.3% | -4.4%
CCOC(=O)C1=C(C)NC(C)=C(C(=O)OCC)C1c1ccco1 | -0.1% | 0.2% | -3.2 | -12.2% | -1.3% | -2.6% | -0.6 | 4.3% | 12.3%
NC(=O)COC(=O)c1cccc(S(=O)(=O)N2CCCc3ccccc32)c1 | 1.1% | 2.8% | 1.3 | 1.2% | 13.8% | -27.5% | -0.2 | -6.2% | -11.1%
CC(CNC(=O)CCS(=O)(=O)c1ccc2c(c1)oc(=O)n2C)c1ccccc1 (stereo not drawn) | 2.9%&1.9% | 0.2%&0.8% | 0.8&1.3 | 7.6%&-0.8% | -5.0%&-2.1% | -3.9%&-1.1% | -3.7&-0.9 | 1.7%&-0.3% | -10.4%&0.3%
NC(=O)c1ccc(NC(=O)C2CCCC2)cc1 | 0.1% | -8.3% | 4.5 | 3.6%[57.1 µM] | 3.6% | -1.9% | -3.5 | -2.4% | -1.4%
COc1cc(C2CC(=O)Nc3cc4c(cc32)OCCO4)cc(Br)c1OC (stereo not drawn) | 1.7% | -2.2% | 5.5 | -0.5% | -16.2% | -0.2% | -3.9 | -18.0% | -7.7%
c1ccc(C(Cc2nc(-c3cccnc3)no2)c2ccccc2)cc1 | -0.1% | -0.7% | -0.8 | 15.2%[57.1 µM] | 2.3% | -10.5% | -0.1 | 2.9% | 5.4%
Cc1noc(C)c1S(=O)(=O)N(C)C[C@H]1Oc2c(NC(=O)NC3CCCCC3)cccc2C(=O)N([C@H](C)CO)C[C@@H]1C | x | 1.0% | -1.7 | 0.5%[57.1 µM] | -6.9% | -12.0% | -0.1 | -4.6% | 2.9%
Cc1ccc(C(=O)Nc2cccc(C(F)(F)F)c2)cc1NC(=O)c1csc(-c2ccncc2)n1 | 3.6% | -1.8%&-1.8% | 8.3&-2.2 | 1.7% | -5.4%&0.4% | u | 0.8&0.1 | -13.6%&-11.5% | -15.2%&-0.6%
Cc1ccc(C(c2nnnn2CC2CCCO2)N2CCN(c3cccc(C)c3C)CC2)cc1 (stereo not drawn) | -0.3% | -1.4% | -4.1 | 2.1%[57.1 µM] | -1.2% | -11.4% | -2.8 | 0.3% | -5.1%
Cc1c(NC(=O)c2cc(-c3ccco3)on2)c(=O)n(-c2ccccc2)n1C | 0.1% | -3.7% | -0.1 | 1.5% | 4.0% | -7.3% | -7.5 | -1.1% | -1.6%
COc1cc(C(=O)OCC(=O)Nc2c(F)c(F)c(F)c(F)c2F)cc(OC)c1OC | 0.0% | -0.9% | -14.6 | -5.1% | 6.7% | -7.0% | -2.0 | 3.7% | 1.9%
O=C(NCc1ccc2c(c1)OCO2)C1CCN(S(=O)(=O)c2cccs2)CC1 | 0.7% | -0.2% | 3.7 | -3.0% | 1.7% | 1.6% | -10.2 | 3.0% | -7.6%
CCOc1cccc2cc(C(=O)N3CCN(C/C=C/c4ccccc4)CC3)c(=O)oc12 | 0.2% | -1.9% | 0.9 | 1.8% | 2.7% | -17.0% | -1.4 | 5.4% | -9.9%
O=C(NC(=S)Nc1c(F)cc(F)cc1Br)c1ccc2c(c1)OCCO2 | -0.1% | 8.5% | -10.1 | 6.9% | 2.0% | -15.1% | -0.8 | 0.3% | 0.3%
Cc1cccc(NC(=O)COC(=O)CCCC2=NS(=O)(=O)c3ccccc3N2)c1 | -3.4%&-1.7% | 0.4%&-3.4% | -2.0&-1.6 | -1.9% | -5.5%&15.5% | -19.2%&-19.4% | -2.1&-1.0 | -1.1%&1.8% | 0.1%&1.1%
CC1(C)CC(=O)C(N=Nc2ccc(Cl)cc2)=C(O)C1 | 0.2% | 0.0% | -1.7 | -3.6% | 3.6% | -15.8% | 0.0 | 1.4% | -10.5%
C/C(=N\O)C(=O)NCC1CCNCC1 | -1.5% | -5.0% | -0.5 | 5.4% | -1.8% | -5.8% | -2.2 | 1.2% | 1.3%

From PubChem BioAssay
